IEC-6 tox – IEC-6 cytotoxicity, counter-screen for KLF5 inhibitors | luminescence viability | inhibition, % at 5 µM | 290,000 tested, 0.78% active; in the data active = inhibition above about 22%;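 also: 0% = plate median of test compound wells and 100% = cytotoxic reference compound wells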
HSF1 activator – increases HSF-1 driven luciferase reporter signal | 300,000 tested, 1.7% active | activation, % at 9 µM | NIH3T3-HGL HSF-1 luciferase reporter, MG132, 8 h; 100% = twice DMSO control signal;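 active = mean replicate activation of at least 50% with a set share of replicates each reaching 50%; inconclusive = only one of those two conditions met; inactive = mean below 50% and too few replicates reaching it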;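 also: 0% = median of the neutral control wells and 100% = twice that signal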
HSP90 refold inh – HSP90 refolding inhibition in rabbit reticulocyte lysate | luciferase refolding luminescence, 3 h | 290,000 tested, 0.91% active | inhibition, % at 5.6 µM;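 active = inhibition above the screen-wide mean plus 3 SD, computed separately per campaign, cut at about 16% in these data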;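 also: 0% = DMSO wells and 100% = 60 µM geldanamycin wells; inhibitors lower the luminescence because luciferase stays unfolded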
AI-2 QS mod – Vibrio harveyi AI-2 quorum sensing modulation; Vibrio harveyi JMH597 AI-2 luminescence/OD600 ratio, 9 h; hits give low values; strain lacks LuxN and CqsS sensors; 0 = neutral-control median; activity change, % at 7.5 µM; 300,000 tested, 0.4% active; in the data active = activity change below about -75%, passing the limit was not always enough; inconclusive = no clear call, values can overlap the other calls;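 also: luminescence divided by OD600 gain over 9 h not by final OD600 alone; inactives centre near 13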
HIF act – HIF pathway transcriptional activation; activation, % at 7.5 µM (by protocol); U2OS HRE-luciferase reporter, luminescence; normalized: DMSO 0%, desferrioxamine 100%; AID 1910; 300,000 tested, 0.32% active;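 active = mean activation of at least 10% of the iron chelator positive control signal, with at least half of replicates also reaching 10%; inconclusive = mean and replicate majority disagree about reaching 10%; inactive = mean and most replicates under 10%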
GSK3 alpha inh – inhibitors of human GSK-3 alpha kinase | P49840 | ADP-Glo luminescence, 60 min | inhibition, % at 10 µM | 320,000 tested, 0.1% active | AID 2650;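 in the data active = inhibition above about 50%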;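 also: GST-tagged GSK-3 alpha with peptide substrate and 25 µM ATP; 0% = DMSO neutral wells and 100% = GW8510 positive control wells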
Target sequence (P49840 whole entry, looked up): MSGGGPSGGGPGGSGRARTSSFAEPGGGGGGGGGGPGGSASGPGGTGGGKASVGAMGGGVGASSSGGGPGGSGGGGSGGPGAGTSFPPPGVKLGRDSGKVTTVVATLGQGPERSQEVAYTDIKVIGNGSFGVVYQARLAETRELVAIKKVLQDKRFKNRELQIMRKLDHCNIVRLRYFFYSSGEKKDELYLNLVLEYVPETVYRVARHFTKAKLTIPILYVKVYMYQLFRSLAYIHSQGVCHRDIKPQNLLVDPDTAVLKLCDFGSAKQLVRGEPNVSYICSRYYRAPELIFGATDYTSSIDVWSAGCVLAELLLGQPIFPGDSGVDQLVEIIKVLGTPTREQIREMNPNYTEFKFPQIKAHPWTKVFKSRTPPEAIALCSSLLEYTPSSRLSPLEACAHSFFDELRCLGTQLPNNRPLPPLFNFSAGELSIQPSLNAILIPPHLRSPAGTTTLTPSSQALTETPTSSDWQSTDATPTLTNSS
aSyn 5UTR inh – 5' untranslated region of α-synuclein, MLPCN primary screen; inhibition, % (tested at 7.5 µM); 300,000 tested, 0.82% active; alpha-synuclein 5'UTR reporter, inhibitor activity; in the data active = inhibition above about 60%; inconclusive = no clear call, values can overlap the other calls;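 also: H4 neuroglioblastoma cells stably carrying SNCA 5'UTR luciferase fusion; 0% = DMSO wells and 100% = positive control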
GSK3beta inhib – blocks human GSK3beta kinase activity; P49841; GST-GSK3beta kinase, ADP-Glo luminescence, 60 min; hits give low values; activity score (negative = inhibition), % at 10 µM; 300,000 tested, 0.038% active; AID 2097;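 active = more than half of replicate wells score below -50%, meaning over 50% inhibition versus plate controls; inconclusive = some replicates but at most half score below -50%; inactive = no replicate scores below -50%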;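 also: 0% = median DMSO wells and -100% = median GW8510 positive control wells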
Target sequence (P49841 whole entry, looked up): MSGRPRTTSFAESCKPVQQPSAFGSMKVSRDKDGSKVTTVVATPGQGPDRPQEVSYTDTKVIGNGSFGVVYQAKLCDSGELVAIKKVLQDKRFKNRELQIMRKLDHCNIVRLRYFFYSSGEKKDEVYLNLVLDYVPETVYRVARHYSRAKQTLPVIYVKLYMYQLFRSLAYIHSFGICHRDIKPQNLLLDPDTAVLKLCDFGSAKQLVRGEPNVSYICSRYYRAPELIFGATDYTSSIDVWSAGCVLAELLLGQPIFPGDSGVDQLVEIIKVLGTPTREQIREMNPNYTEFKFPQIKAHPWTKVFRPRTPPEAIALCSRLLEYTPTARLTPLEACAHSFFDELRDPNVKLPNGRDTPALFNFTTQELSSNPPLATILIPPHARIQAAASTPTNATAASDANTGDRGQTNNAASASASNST
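Test system – GST-tagged human GSK3beta kinase, cell-free · Incubation – 60 min enzyme reaction, room temperature · Signal – ADP-Glo luminescence · Also added – peptide substrate and ATP at 25 µM · Controls – DMSO neutral wells and GW8510 at 20 µM as positive · Buffer or medium – Tris/MgCl2 kinase buffer · Measure – Luminescence-derived activity versus plate DMSO and GW8510 wells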
HSF1 inhib – HSF1 inhibition; NIH3T3-HGL HSE-luciferase, MG132-induced, luminescence 8 h; hits give low values; activity change, negative = inhibition, % at 7.5 µM (by protocol); 300,000 tested, 0.77% active;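 active = more than half of replicate wells show activity change below -50%, luminescence cut by over half; inconclusive = some wells, but at most half, below -50%; inactive = no replicate well below -50%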;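 also: luciferase reports HSF-1 transcriptional activity via heat shock element; 0% = median of DMSO wells and -100% = zero luminescence signal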
KLF5 inh – kruppel-like factor 5 inhibition; inhibition, % at 5 µM; 290,000 tested, 0.23% active; DLD-1 KLF5 promoter-luciferase reporter, luminescence;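 active = inhibition above a per-plate limit of that plate's mean compound inhibition plus 3 SD, cut at about 60% in these data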;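 also: 0% = DMSO wells and 100% = LY294002 at 200 µM; higher means less KLF5 promoter-driven luciferase light; inactives centre near -14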
* marks the source's active call; other numbers are inactive results; ? = inconclusive; · = not tested or not shown; & = joins results of further samples. Outcome played no part in choosing rows; any-hit rate near 4.7%.

Structure	HSF1 activator	KLF5 inh	GSK3 alpha inh	GSK3beta inhib	HSF1 inhib	HIF act	AI-2 QS mod	aSyn 5UTR inh	IEC-6 tox	HSP90 refold inh
O=C(CSc1ccc(-c2ccc(F)cc2)nn1)N1CCCCC1	4	-30	2	1	10	0.9	26	-30	8	6
CCOc1ccc(CCNC(=O)c2ccc(CNS(=O)(=O)c3ccccc3)cc2)cc1OCC	15	4	-1	2	-3	-0.4	8	3	6	8
CCC(=O)N1CCN(c2ccc(NC(=O)COc3ccccc3Cl)cc2)CC1	41	-24	-1	5	11	0.5	10	25	8	2
O=C(c1c(F)cccc1F)N1CCN(c2ccccc2F)CC1	-56	-14	0	1	-44	-0.4	29	0	-1	2
O=C(CN1CCOc2ccccc21)N1CCCC1	4	-16	·	1	2	-0.4	6	11	1	1
O=C(CN1C(=O)C2CC=C(Cl)CC2C1=O)N1CCOCC1 (stereo not drawn)	0	-28	-2	0	-8	-0.3	-13	-13	-2	-1
COc1ccc(NC(=O)c2cc(S(=O)(=O)N3CCCCC3)ccc2OC)cc1	10	-6	-2	1	-3	-1.2	34	32	-5	-5
COc1cccc(OC)c1C(=O)Nc1sc2c(c1C(N)=O)CCCC2	10	·	0	2	-4	-0.6	17	-1	·	·
CCn1cc([N+](=O)[O-])c(C(=O)Nc2cc(C)on2)n1	-3	-12	0	4	-8	0.1	33	-8	-3	-5
CC(C)[C@H](NC(=O)C1(c2ccccc2)CCN(C(=O)OC(C)(C)C)CC1)C(=O)O	-3	-22	-2	5	0	0.0	10	-9	-1	4
Cc1nc2ccccn2c1C(=O)/C=C/c1cccc([N+](=O)[O-])c1	46	1	0	2	13	0.2	20	1	-4	-2
COc1ccc(N2CCN(C(=O)C(=O)c3c(C)n(C)c4ccccc34)CC2)cc1	5	-9	4	2	3	-1.1	30	26	-3	-2
Nc1ccc(Cc2nc3c(ccc4ccccc43)[nH]2)cc1	40	-118	5	0	20	3.1	0	-171	3	-5
COc1ccc(NC(=O)N(CCc2ccccc2)Cc2cc3c(C)cc(C)cc3[nH]c2=O)cc1	-4	-5	0	0	3	0.5	19	-27	-3	4
COC(=O)CCC(=O)Nc1cccc(C(=O)Nc2cccc(Cl)c2)c1	16	-37	-2	-1	2	0.2	20	-1	3	-3
O=C(NNC1=C(C(=O)C(F)(F)F)CCC1)c1ccc(Cl)cc1	-8	-29	-2	6	-12	-0.4	60	-46	5	4
CC(=O)OCCCN1c2ccccc2Nc2nnc(-c3ccccc3)cc21	?	-118	-2	-1	32	4.8	20	-155	-6	-2
O=C1c2cccc3c(N4CCCCC4)ccc(c23)C(=O)N1c1cccc(O)c1	31	-16	-1	2	17	1.1	15	-78	-1	-4
Cc1ccc(C(C(=O)NC2CCCC2)N(Cc2cccnc2)C(=O)c2snc(C(N)=O)c2N)o1 (stereo not drawn)	14	25	-2	3	11	-0.5	6	2	5	2
CCOC(=O)N1CCc2c(sc(N)c2C#N)C1	4	6	3	0	-2	-0.7	14	-1	-1	5
COc1ccc(N=C2SC(CC(=O)Nc3ccc(F)cc3)C(=O)N2Cc2ccco2)cc1 (stereo not drawn)	16	-6	2	2	-5	-0.1	33	14	-4	-2
CCOC(=O)N1CCN(C2CCCN(C(=O)c3cccc(N(C)C)c3)C2)CC1 (stereo not drawn)	-2	-6	-1	-1	1	0.2	-4	8	0	-1
CCOc1ccc(C(=O)Nc2ccccc2C(=O)O)cc1	29	-69	-2	-1	8	0.8	-10	-89	1	7
O=C(CN1CCCC1)NCC12CC3CC(CC(C3)C1)C2	-9	-19	1	0	2	0.0	19	-1	-2	-3
CCCCC1(C)Nc2ccccc2-c2nc3ccccc3n21 (stereo not drawn)	29	-104	-2	1	18	2.4	5	-146	4	-4
Cc1cccc(NC(=S)NCc2ccncc2)c1C	5	7	-1	2	-2	-0.6	1	-26	-1	4
CCC(C)(C)n1nnnc1C(C(C)C)N1CCC(C(N)=O)CC1 (stereo not drawn)	8	0	0	2	1	-0.3	15	-18	0	2
Cc1ccc(-n2c(=O)c3sccc3n(Cc3cc(=O)n4cc(Cl)ccc4n3)c2=O)cc1F	0	-13	-1	1	-9	-0.6	10	10	-9	-2
COc1cc(CC(=O)N(C)CC(=O)Nc2cc(C)ccc2C)cc(OC)c1OC	-9	-6	0	-1	-5	-0.4	34	3	0	4
COc1cccc(OC)c1CC1SC(=O)NC1=O (stereo not drawn)	-6	-32	-1	3	-4	-0.1	11	-21	-3	-2
CN(C)C(=O)NC(NC(=S)Nc1ccccc1)C(Cl)(Cl)Cl (stereo not drawn)	29	-11	-2	3	17	0.2	-3	-22	1	0
C=CCN(CC=C)CCOc1ccc(C)cc1[N+](=O)[O-]	33	-21	0	-2	17	1.2	16	-56	-4	-1
CN(CC(=O)Nc1cccc(F)c1)C(=O)c1ccc(N2CCCCC2)c([N+](=O)[O-])c1	9	·	-2	5	6	0.6	14	-15	·	·
CC1(C)CC(=O)/C(=C(\O)Cc2ccccc2)C(=NCCCCCC(=O)O)C1	46	-8	-7	0	15	0.1	18	1	4	1
CCC1(CC)Cc2ccccc2C(N)=C1C#N	-9	-46	0	-3	0	-0.1	-2	-35	5	0
Cn1nc(CC(=O)NCCN2C(=O)CSC2=O)c2ccccc2c1=O	1	-20	0	-2	-3	-0.4	14	10	0	3
Cc1cccc(NC(=O)C2(c3ccccc3)CCOCC2)c1	4	-6	0	-2	2	-0.9	3	3	2	0
COc1cc(C2/C(=C(\O)c3ccc4c(c3)CC(C)O4)C(=O)C(=O)N2CCCn2ccnc2)ccc1O (stereo not drawn)	11	-14	1	-1	-4	-0.6	-3	15	3	1
Cn1cc(Cl)c(C(=O)N/N=C/c2ccc(OS(=O)(=O)c3ccccc3)cc2)n1	-7	-52	2	0	-1	0.3	33	-7	6	-3
COc1cc2c(cc1OC)CN(S(=O)(=O)c1ccc3c(c1)OCCO3)CC2	2	20	1	-2	-9	-0.4	21	-3	0	-1
O=C(N/N=C/C=C/c1ccco1)C(O)c1ccccc1 (stereo not drawn)	3	-12	2	2	-11	-53	6	-38	-3	0
COc1ccc(NC(=O)Cn2cnc3sc(C)c(S(=O)(=O)N4CCN(C)CC4)c3c2=O)cc1OC	-10	-10	0	0	-11	0.1	6	-3	-4	-3
O=C(CSc1nc2[nH]ncc2c(=O)n1-c1ccccc1Br)NCc1ccco1	3	-6	16	-3	-6	0.0	38	19	-2	4
Cc1ccc(NC(=O)NNC(=O)Cn2nc(-c3ccccc3)c(-c3ccccc3)c(C#N)c2=O)cc1	-7	1	-3	-2	-4	1.5	38	-12	-2	-1
COc1cc(SC)ccc1C(=O)NCCOc1ccccc1Cl	13	-103	-2	1	1	0.5	9	-151	2	3
CCOC(=O)Cc1csc(NC(=O)c2cc(=O)c3ccccc3o2)n1	-4	-15	-2	3	-4	0.1	30	-39	2	-3
CC(C)=CCN1CCN(Cc2cn(C(C)C)c3ccccc23)CC1CCO (stereo not drawn)	-3	-20	-5	4	-2	-0.1	15	5	-4	1
CCN(CC)CCCNC(=O)c1ccc2c(Cl)c3c(nc2c1)CCCC3	4	-64	6	2	5	3.8	3	-33	-7	-2
COc1ccc(/C=C2\N=C(SC)N(C)C2=O)cc1	11	-5	-3	-2	9	1.1	0	-63	-1	-4
COC(=O)c1sccc1NC(=O)Nc1cccc(Cl)c1Cl	18	-12	2	2	8	-0.1	6	5	-4	-3

Going on with the list.
Structure	HSF1 activator	KLF5 inh	GSK3 alpha inh	GSK3beta inhib	HSF1 inhib	HIF act	AI-2 QS mod	aSyn 5UTR inh	IEC-6 tox	HSP90 refold inh
COC(=O)c1ccccc1NC(=O)CN(c1cc(OC)ccc1OC)S(C)(=O)=O	2	-26	-1	2	3	-0.8	7	11	2	4
CCOc1cc(/C=C2\SC(=O)N(c3ccc(O)cc3)C2=O)ccc1O	-3	-18	0	1	6	0.3	-2	-32	-3	-3
COC(=O)[C@H]1Cc2c([nH]c3ccccc23)[C@H](c2ccccc2)N1	-8	-31	0	-6	-8	-0.4	0	11	1	-1
Cc1cc(C(=O)CN2C(=O)C(=O)N(Cc3ccccc3)C2=O)c(C)n1-c1ccc2c(c1)OCCO2	-68	4	-10	1	-70*	0.4	23	-74	3	-4
COc1ccc(-c2[nH]ncc2C=O)cc1	6	-32	4	-1	-5	-0.7	24	18	-9	-6
COc1ccc(CCNC(=O)C2CCCN(S(=O)(=O)N3CCCCCC3)C2)cc1OC (stereo not drawn)	7	-20	4	2	-2	-0.2	-7	3	4	4
Cc1cc(NC(=O)Nc2cccc3ccccc23)no1	-5	-12&-18	-2	3	-5	1.5	22	-2	1&2	-2&-4
Cc1ccccc1CN1CCCNC1=O	2	-11	-3	-4	-3	0.2	1	-3	2	1
O=C(CN1CCN(Cc2ccccc2Cl)C1=O)NCCCN1CCOCC1	-5	-93	-1	0	-5	0.2	-10	-10	2	-7
Cc1ccccc1-c1cccc(CN2CCN(C)C(CCO)C2)c1 (stereo not drawn)	-10	-9	-1	0	5	1.1	2	-10	7	-4

Source: PubChem BioAssay
